Source: PubChem (Emory University Molecular Libraries Screening Center)
14-3-3g Raf = alters human 14-3-3 gamma binding to Raf peptide; FP, 14-3-3gamma / TMR-pS259-Raf peptide binding; P61981; 160,000 tested, 0.19% active; inhibition, % at 40 µM; in the data active means inhibition above about 30%;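 further: 0% = protein plus tracer without compound and 100% = blank with tracer alone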
Target sequence (P61981 whole entry, looked up): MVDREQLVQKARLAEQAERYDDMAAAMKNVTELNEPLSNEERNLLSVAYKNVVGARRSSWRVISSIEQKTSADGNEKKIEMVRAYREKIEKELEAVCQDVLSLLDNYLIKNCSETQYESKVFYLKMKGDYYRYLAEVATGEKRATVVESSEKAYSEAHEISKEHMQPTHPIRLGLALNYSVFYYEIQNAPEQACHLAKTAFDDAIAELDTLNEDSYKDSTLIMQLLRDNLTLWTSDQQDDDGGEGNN
* hit, by the source's call; & = joins results of further samples.

Structure	14-3-3g Raf
Cc1ccc(-c2csc(Cc3nc(-c4cc5ccccc5oc4=O)cs3)n2)cc1	-99.3
CC(=O)Oc1ccc(C(=O)Nc2nc3ccc(N)cc3s2)cc1	-1.2
COc1cccc(C(=O)Nc2ccc(-c3nc4ccccc4o3)cc2)c1	-9.9
O=C(CSc1nnc(-c2ccccc2)n1-c1ccccc1)N1CCN(C(=O)c2ccccc2)CC1	0.4
COc1ccc(Cl)cc1NC(=O)c1cc(OC)c(OC)cc1[N+](=O)[O-]	3.0
CC1CCc2sc3ncnc(N4CCN(C)CC4)c3c2C1 (stereo not given)	-2.6
CCOC(=O)c1cnc2c(C)cccc2c1Nc1ccc(OC)cc1OC	-1.6
Nc1nnc(SCC(=O)Nc2cccc(F)c2)s1	-6.5
CCOc1ccc(C(=O)Nc2cc3nn(-c4ccc(OC)cc4)nc3cc2C)cc1	-6.5
Cc1ccccc1CSC1=NCCN1C(=O)C1CC1	-9.9
CCOC(=O)CSc1ncnc2c1sc1nc3c(cc12)COC(C)(C)C3	-9.4
O=C(Cn1c(=O)c2c(ncn2C2CCCC2)n(Cc2ccccc2)c1=O)N1CCc2ccccc21	-21.1
COc1ccc(C2=NN(CC(=O)Nc3cc(C(F)(F)F)ccc3Cl)C(=O)CC2)cc1	-1.4
COc1ccc(C2CC(=O)C3=C(C2)Nc2ccccc2NC3c2ccc(N(C)C)cc2)cc1OC (stereo not given)	-11.7
O=C(CN1C(=O)c2cccnc2C1=O)N1CCN(c2ccccc2)CC1	-7.1
CN1C(=O)C(CC(=O)N2CCN(C(c3ccccc3)c3ccccc3)CC2)N(C)C1=O (stereo not given)	-0.6
COc1ccccc1CNC(=O)c1sc2nc(C)nc(N3CCCCC3)c2c1C	4.7
Cc1cc(S(=O)(=O)NC2CCCC2)ccc1F	6.5
COCC(=O)N(Cc1cc2cc(OC)ccc2[nH]c1=O)c1ccc(C)cc1	-8.3
CCOC(=O)c1c(C)c(-c2ccccc2)n(CC(=O)N2CCN(C)CC2)c1C	-6.8
Cc1cc(S(=O)(=O)N(Cc2ccccn2)Cc2ccco2)ccc1-n1cnnn1	-6.0
Cn1c(=O)c2cc(S(=O)(=O)N3CCN(c4ccccc4F)CC3)ccc2n(C)c1=O	-2.8
CCOC(=O)C1CCN(c2nc3ccccc3nc2C(C#N)C(=O)NCCc2ccccc2)CC1 (stereo not given)	-12.0
CCOC(=O)N1CCC(NC(=O)CCc2c(C)nc3c(c(C)nn3C(C)(C)C)c2C)CC1	-9.1
O=C1NCCc2c1[nH]c1c(Cl)ccc(Cl)c21	-2.6

Looked up above:
CCOC(=O)c1cnc2c(C)cccc2c1Nc1ccc(OC)cc1OC in 14-3-3g Raf shows -1.6
O=C(CSc1nnc(-c2ccccc2)n1-c1ccccc1)N1CCN(C(=O)c2ccccc2)CC1 in 14-3-3g Raf shows 0.4
Cc1ccc(-c2csc(Cc3nc(-c4cc5ccccc5oc4=O)cs3)n2)cc1 in 14-3-3g Raf shows -99.3
COc1ccc(C2CC(=O)C3=C(C2)Nc2ccccc2NC3c2ccc(N(C)C)cc2)cc1OC (stereo not given) in 14-3-3g Raf shows -11.7

Later entries
Structure	14-3-3g Raf
CC1CCCCN1C(=O)Cc1ccc(Cl)cc1 (stereo not given)	-2.3
COc1ccc(NC(=O)Cn2nc(-c3ccc(C)cc3)c3ccccc3c2=O)cc1	1.7
CCOC(=O)c1nn(-c2ccc(Br)cc2)cc1O	0.0
COCCCNC(=O)c1cn(C2CCCCC2)c(=O)c2c1c1ccccc1n2C	-0.3
COC(=O)C1CCN(C(=O)COC(=O)Cc2c[nH]c3ccccc23)CC1	-3.0
Nc1ccc(S(=O)(=O)NCc2ccco2)cc1	-5.4
O=C(NCc1ccncc1)Nc1ccccc1Cl	-1.0
O=c1sc(Nc2ccccc2)nc2ccsc12	-1.6
CCOC(=O)C1=C(C)NC2=C(C(=O)CCC2)C1c1cc2c(cc1Br)OCO2 (stereo not given)	-0.4
CC(C(=O)c1ccc(-c2ccccc2)cc1)[n+]1ccccc1 (stereo not given)	2.3
O=C(Nc1ccccc1)N(Cc1cccs1)C1CCCC1	-1.5
CCOc1cc(S(=O)(=O)N2CC=C(c3ccc(F)cc3)CC2)c(OCC)cc1-n1cnnn1	8.0
CCOc1cc(Br)c(C2C(C(=O)OC)=C(C)NC3=C2C(=O)c2ccccc23)cc1OCC (stereo not given)	-45.3
CC1=C(C(=O)N2CCOCC2)C(c2ccccc2F)C2=C(CCCC2=O)N1 (stereo not given)	1.7
CCOC(=O)C1=C(CC)NC2=C(C(=O)CCC2)C1c1ccc(Br)cc1 (stereo not given)	-3.1
COCCN(Cc1cc2cc3c(cc2n2nnnc12)OCO3)C(=O)c1ccccc1F	4.0
COc1ccccc1NS(=O)(=O)c1cccc(C(=O)Nc2cccc(C(=O)O)c2)c1	-8.2
O=C(NC1=NCCS1)c1ccncc1	-10.7
COc1ccc(OCc2nc3ccccc3n2C)cc1	-4.5
O=C(NCCCn1ccnc1)c1ccc2c(c1)OCO2	-0.8
CCOC(=O)c1ccc2[nH]cc(C(=O)c3ccccc3)c(=O)c2c1	-9.8
O=C(NCCCn1ccnc1)c1ccccc1Br	1.7
O=C1NCCCC1C(=O)NCCNC(=O)C(F)(F)F (stereo not given)	-2.7
CCN(c1ccccc1)S(=O)(=O)c1cc(C(=O)Nc2ccccc2Cl)ccc1F	9.6
CC(C(=O)N1CCN(Cc2ccc3c(c2)OCO3)CC1)N1C(=O)c2ccccc2C1=O (stereo not given)	-4.8

Reprinted from the part before: two entries, then new ones.
Structure	14-3-3g Raf
CCN(c1ccccc1)S(=O)(=O)c1cc(C(=O)Nc2ccccc2Cl)ccc1F	9.6
CC(C(=O)N1CCN(Cc2ccc3c(c2)OCO3)CC1)N1C(=O)c2ccccc2C1=O (stereo not given)	-4.8
Cn1c(=O)c2c(nc(N3CCCCCC3)n2CC(=O)c2ccc(Br)cc2)n(C)c1=O	-2.1&-6.7
COc1ccc(-c2nc3cc(N=Cc4cc5c(cc4[N+](=O)[O-])OCO5)ccc3o2)cc1	-6.1
O=C(O)c1ccc(CS(=O)c2cccc(C(F)(F)F)c2)o1 (stereo not given)	3.1
COc1ccc(CN2CCN(C(=O)c3ccccc3F)CC2)c(OC)c1OC	-4.3
COc1ccc(NC(=O)c2ccc3c(=O)n(-c4cc(C(F)(F)F)ccc4Cl)c(=S)[nH]c3c2)cc1OC	-1.7
CCOc1ccc(Nc2cc(C(=O)NCCC3=CCCCC3)c3ccccc3n2)cc1	6.5
CCNCC1OCCc2ccccc21 (stereo not given)	-5.0
COc1ccc(NC(=O)C2CCCN(S(=O)(=O)c3ccc(C)cc3)C2)cc1OC (stereo not given)	5.6
O=C(CSc1nc2ccc([N+](=O)[O-])cc2s1)NC1CCCCC1	-1.0
COc1ccc(C2=NN3C(C2)c2ccccc2OC3c2ccc(F)cc2)cc1OC (stereo not given)	-20.0
N#Cc1ccccc1CSc1nc2ccsc2c(=O)n1Cc1ccccn1	-24.9
Cc1ccc(-c2cc(C(F)(F)F)n3ncc(C(=O)N4CCN(c5cccc(Cl)c5)CC4)c3n2)cc1	2.1
c1ccc(N=P(c2nc3ccccc3o2)(N2CCOCC2)N2CCOCC2)cc1	-4.6
CCN(CC)c1ccc(NC(=O)CN2CCN(S(=O)(=O)c3ccc(F)cc3)CC2)cc1	4.6
Cc1ccc(N(C)C(=O)N2CCN(c3ccccn3)CC2)cc1	-1.4
Cc1ccc(-n2nc3cc(C)c(NC(=O)COc4ccc(Cl)c(C)c4)cc3n2)cc1	-6.6
Cc1ccc(Cn2c(=O)n(Cc3ccccc3)c(=O)c3c(C)c(C)sc32)cc1	-14.4
COc1ccc(OC)c(-c2nc3nnc(C)n3[nH]2)c1	-4.2
O=C(CNS(=O)(=O)c1ccc(Br)s1)N1CCN(c2ccccc2Cl)CC1	-11.5
COc1ccc(N2C(=O)C3CCCN3C2c2cc(OC)c(OC)c(OC)c2)cc1 (stereo not given)	-0.6
CC1(C)CC(=O)C=C(Nc2ccc3c(c2)OCO3)C1	1.1
CCCNS(=O)(=O)c1ccc2c(c1)CCN2C(=O)CC	4.2
CNC(=O)Cn1nc(-c2ccc(C)cc2)c2ccccc2c1=O	1.7
Cc1c(C(=O)N2CCOCC2)oc2ccc(S(=O)(=O)N3CC(C)CC(C)C3)cc12 (stereo not given)	-0.7
CC1=C(C(=O)OCC2CCCO2)C(c2ccncc2)C2=C(CC(C)(C)CC2=O)N1 (stereo not given)	0.8&11.8

In the list so far, these contain a CF3 group:
Structure	14-3-3g Raf
COc1ccc(C2=NN(CC(=O)Nc3cc(C(F)(F)F)ccc3Cl)C(=O)CC2)cc1	-1.4
O=C1NCCCC1C(=O)NCCNC(=O)C(F)(F)F (stereo not given)	-2.7
O=C(O)c1ccc(CS(=O)c2cccc(C(F)(F)F)c2)o1 (stereo not given)	3.1
COc1ccc(NC(=O)c2ccc3c(=O)n(-c4cc(C(F)(F)F)ccc4Cl)c(=S)[nH]c3c2)cc1OC	-1.7
Cc1ccc(-c2cc(C(F)(F)F)n3ncc(C(=O)N4CCN(c5cccc(Cl)c5)CC4)c3n2)cc1	2.1

The listing continues:
Structure	14-3-3g Raf
COc1cccc(N/C(N)=N/c2nc(C)cc(C)n2)c1	8.9
O=C(O)c1ccccc1Nc1ccccc1C(=O)O	-10.3
COc1ccc(Nc2ncc(C(=O)NCc3ccccn3)c3ccccc23)cc1	-24.8
COc1ccc(OC)c(C2SCCN2S(=O)(=O)c2ccc([N+](=O)[O-])cc2)c1 (stereo not given)	3.7
CCOC(=O)Nc1ccc(C(N)=O)cc1	-6.6
N#Cc1nc(COc2ccccc2)oc1N1CCCCC1	0.2
Cc1ccc(S(=O)(=O)c2ccc(Oc3ccccc3)cc2)cc1	0.7
CCOc1ccc(Nc2cc(N3CCN(C)CC3)c3noc4c3c2C(=O)c2ccccc2-4)cc1	-223.1
O=C(CCCn1c(=S)[nH]c2ccsc2c1=O)Nc1nccs1	-7.1
COc1ccc(CN(C(=O)Cn2nnc3ccccc32)C(C(=O)NC(C)(C)C)c2ccco2)cc1 (stereo not given)	-3.8
Cc1ccc(NC(=O)c2ccc(F)c(S(=O)(=O)NC(c3ccccc3)c3ccccc3)c2)cc1F	-18.7
CCN(CC)CCNC(=O)c1cn(C)c2ccc(S(=O)(=O)N(C)C3CCCCC3)cc2c1=O	-0.6
Cc1cc2c(=O)n(CC(=O)Nc3ccccc3F)cnc2s1	3.6
O=c1c2ccccc2c(C=NCCCN2CCOCC2)c(O)n1Cc1ccccc1	-4.7
CC(C(=O)Nc1cccc(C(F)(F)F)c1)N1C(=O)c2ccccc2C1=O (stereo not given)	-9.5
Cc1sc2c(c1C)c(=O)n(-c1ccccc1)c(=O)n2CC(=O)Nc1ccc(F)cc1	-3.3
O=c1c2cn[nH]c2nc(SCc2cccc([N+](=O)[O-])c2)n1-c1ccccc1	-10.6
COc1cccc2sc(=NC(=O)C3CC3)n(C)c12	-0.8
CCCN1C(=O)C(NS(=O)(=O)c2ccc(N)cc2)(C(F)(F)F)C(C(=O)OC)=C1C (stereo not given)	-8.4
COc1ccc(NC(=O)C2CCN(C(=O)c3ccccc3C)CC2)cc1	3.9
COc1ccc(/C(O)=C2\C(=O)C(=O)N(c3nnc(C)s3)C2c2ccc(OC)c(OC)c2)cc1 (stereo not given)	-4.0
CN1CCc2c(sc(/N=C/c3ccco3)c2C(N)=O)C1	47.8*
O=c1ccc(=O)n(C2CCS(=O)(=O)C2)[nH]1 (stereo not given)	-19.2
CCOc1ccc(-n2c(SCC(=O)N3CCCC3)nc3c(c2=O)SCC3)cc1	-0.7
CC(C)CC(C(=O)Nc1ccc(F)cc1)N1C(=O)c2ccccc2C1=O (stereo not given)	-3.5
COc1cccc2cc(C(=O)N3CCN(c4ccccc4F)CC3)c(=O)oc12	-3.8
CC(=O)c1ccc(-c2nc3c4ccccc4ccn3c2C(C)=O)o1	-7.2
O=c1c2c(nc3n1CC(O)CS3)-c1ccccc1CC21CCCC1 (stereo not given)	-3.5
CCOc1ccc(C(C)NC(=O)CCC(=O)O)cc1 (stereo not given)	1.2
Cn1c(Cc2cccs2)nnc1SCC(=O)N1CCc2ccccc21	1.9
Cc1ccc2cc3cc(C(=O)N4CCN(C)CC4)oc3nc2c1	-6.3
CCCOC(=O)C1=C(C)NC2=C(C(=O)CCC2)C1c1ccccc1Br (stereo not given)	14.6
Cc1ccc(NC(=O)c2sc3ccccc3c2Cl)cc1Cl	-8.3
Cc1cc(NS(=O)(=O)c2ccc(C3CCCCC3)cc2)no1	-5.8
Cc1ccc(C(=O)Nc2ncc(Cc3ccc(F)cc3)s2)cc1	-11.4
Nc1c(C(=O)Nc2ccccc2Cl)sc2nc3c(cc12)CCCC3	0.5
CCCc1nc(N)c(C#N)c(-c2ccccc2)c1C	-11.1
O=C(c1cccc(S(=O)(=O)N2CCOCC2)c1)N1CCOCC1	-0.8&-5.2
CC(C)(C)c1ccc(-c2nnc(SCCC#N)n2C2CCCC2)cc1	0.7
O=C(Nc1ccccc1Cl)c1cccs1	4.0
CC(C)Cc1cc(C(=O)NCCN2CCOCC2)no1	0.5
Cc1ccc(S(=O)(=O)N2CCCC2C(=O)Nc2cc(C)on2)cc1 (stereo not given)	1.0
Cc1ccc(-c2nnn(CC(=O)Nc3cccc4cccnc34)n2)o1	-6.1
COc1cc(C(=O)NCCc2ccccc2)cc(OC)c1OC	3.7
Cc1nc2oc(C(=O)c3ccccc3)c(N)c2c2c1COC(C)(C)C2	0.2
CCSCCOC(=O)c1[nH]c2c(c1C)C(=O)CC(c1cccs1)C2 (stereo not given)	5.5
CCC(c1nnnn1CCOC)N(Cc1ccc(C)cc1)Cc1cc2cc(OC)ccc2[nH]c1=O (stereo not given)	-2.7
CCOC(=O)C1CCN(Cc2c(O)ccc3ccccc23)CC1	1.9
Cc1cc(NC(=O)c2cc3c(=O)n4ccccc4nc3s2)ccc1Br	-4.3
CN(c1ccc(C(=O)NC2CCCCC2)cc1)S(=O)(=O)c1ccccc1	-5.8
O=C(Nc1ccc(F)cc1)c1n[nH]c(=O)c2ccccc12	-0.6
O=c1cc(CSc2nc3ccccc3c3nc4ccccc4n23)nc2ccccn12	-6.0
CN(C)S(=O)(=O)N1CCN(c2cccc(Cl)c2)CC1	-8.5

Only part of the results is shown; count on the stated rates, not on these rows.
